ELG1 genotoxic: genotoxicity induction in ELG1-luciferase HEK293T cells; HEK293T ELG1-luciferase reporter, luminescence, 16 h; Potency, µM (titrated, usually from 46 µM), without a hit: at the top dose activity change, positive = activation, usual class: activators; 330,000 compounds, 1.3% hits; note: potency is the fitted concentration of half-maximal effect; % of control where 0% means no effect; nearly all actives have a fitted effect of over 60% in size
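Cells (2,000/well) expressing the ELG1-luciferase fusion are dosed by pin tool and kept 16 hr at 37 °C, 5% CO2. Signal comes from ONE-Glo luciferase reagent after 30 min at room temperature.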
S-ASM inh: human S-ASM enzyme inhibition. P17405. placental ASM, HMU-PC fluorogenic substrate, 60 min. Potency, µM (doses to about 57.5 µM), inactives show at the top dose activity change, negative = inhibition, actives largely listed as inhibitors. 340,000 compounds, 0.006% hits. AID 504937; note: potency is the fitted concentration of half-maximal effect
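HMU-PC0 cleavage (9 uM final) by human placental ASM, 60 min at 37 °C following 10 min compound exposure at RT; stopped at pH 10, fluorescence Ex 386/Em 447 nm.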
B2AR arrestin: recruits beta-arrestin to the human beta2-adrenergic receptor. beta-arrestin recruitment to beta2AR, cell-based reporter. 330,000 compounds, 0.02% hits. P07550. Potency, µM (doses to about 46.1 µM), without a hit: at the top dose activation, hits mostly activators;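 note: potency is the fitted concentration of half-maximal effect; 0% = DMSO controls and full agonism = EC100 isoproterenol or metaproterenol; nearly all actives have a fitted effect of over 65% in size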
uPA generation: cell surface uPA generation inhibition; AID 540303; Potency, µM (series often up to 38.3 µM), for inactives: top-dose activity change, negative = inhibition, actives largely listed as inhibitors; cell surface uPA generation assay, qHTS; 330,000 compounds, 0.31% hits; active = well fitted inhibition curve with a large enough effect; inconclusive = small, poorly fitted or top-dose-only effect; inactive = no such curve, though single readings can be large or run the other way; tested in mouse RAW 264.7 cells; note: potency is the fitted concentration of half-maximal effect; % is set by controls: 0 for no effect and ±100 for the full control effect; nearly all actives have a fitted effect of over 55% in size
BRCA1 expr act: BRCA1 expression activation; MCF7-BRCA1-FFLuc reporter, luminescence, 48 h; response scale: scaled: vehicle 0%, 10 µM genistein 100%; Potency, µM (highest dose often 46.1 µM), without a hit: top-dose activation, usual class: activators; 380,000 compounds, 1.1% hits; AID 624202; note: potency is the fitted concentration of half-maximal effect; nearly all actives have a fitted effect of over 80% in size; some results filed as inactive show a strong effect at the top dose
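MCF7-BRCA1-FFLuc cells, 2000/well in phenol-red-free MEM, attached 2 h then treated 48 h at 37 C. Luciferase luminescence read 15 min after reagent; normalized to genistein maximum activation (10microM) and DMSO, concentration-response fitted.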
USP2a inh: USP2a (human) protease inhibition; AID 463254; 330,000 compounds, 0.01% hits; O75604; USP2 core, Ub-CHOP2 coupled fluorogenic reporter, 485/531; Potency, µM (titrated, usually from 38.3 µM), without a hit: at the highest dose activity change, negative = inhibition, actives largely listed as inhibitors;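 note: potency is the fitted concentration of half-maximal effect; plate controls were DMSO wells for no effect and full inhibition by NEM control for full effect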
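Deubiquitinase activity read as fluorescence (485/531 nm) after Ub-CHOP2 cleavage activates the enterokinase reporter on its substrate; USP2 core 10nM, Ub-CHOP2 and substrate 25nM each, 30min compound preincubation then 60min RT; data normalized to NEM, curves fitted.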
p53 reactivation: restores transcriptional activity of mutant p53. H1299 p53-A138V BP100-luciferase reporter, luminescence, 24 h. Potency, µM (doses to about 92.2 µM), inactives show at the top dose activity change, positive = activation, actives largely listed as activators. 320,000 compounds, 0.063% hits. AID 504706; note: potency is the fitted concentration of half-maximal effect; % of control where 0% means no effect; nearly all actives have a fitted effect of over 45% in size
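H1299 (p53-null), stable ts p53-A138V + BP100-Luc; 1000 cells/well, Opti-MEM/10% FBS; cpd 4 pt, 1:5; 24 h, 37 deg C, 5% CO2; detection reagent 10 min RT; luminescence.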
Eya2 inh: inhibitors of human Eya2 phosphatase activity; Potency, µM (top dose mostly 76.9 µM), inactives show top-dose activity, negative = inhibition, most hits filed as inhibitors; recombinant Eya2, OMFP fluorescence dephosphorylation (OMFP is methylfluorescein phosphate); 330,000 compounds, 0.006% hits; AID 488837; note: potency is the fitted concentration of half-maximal effect; % is set by controls: 0 for no effect and ±100 for the full control effect
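Eya2 (0.2 uM) preincubated 10 min at ambient with compound, then OMFP substrate added at 50 uM; 10 min reaction in 50 mM HEPES pH 7.5, 50 mM NaCl, 5 uM MgCl2, 0.05% BSA, 1 mM DTT. Fluorescence read at Ex 485/Em 525 nm.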
a7 integrin act: integrin-mediated muscular dystrophy alleviation activation | Potency, µM (titrated, usually from 38.3 µM), without a hit: top-dose activation, actives largely listed as activators | alpha7betagal myoblasts, beta-gal FDG fluorescence, 48 h | AID 624291 | 350,000 compounds, 0.064% hits;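 note: potency is the fitted concentration of half-maximal effect; 100% = response of the positive control SU9516; nearly all actives have a fitted effect of over 60% in size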
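Alpha7betagal+/- myoblasts (passage 13) were plated 16-24 hr, then exposed to compounds (1:260 dilution of DMSO stock) for 48 hours at 37C. After MPER lysis, β-galactosidase reporter activity was read as FDG fluorescence (ex 480/em 540) after 30 minutes.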
TRPV1 agonist: agonists of human vanilloid receptor 1 (TRPV1). 320,000 compounds, 0.19% hits. activation, % at 8.33 µM. TRPV1-expressing cells, Fluo-8 calcium influx, agonist mode. AID 540275; in the data active = activation above about 80%; inconclusive = between about 30% and that limit; note: 0% is about no effect
Target sequence (Q8NER1 whole entry, looked up): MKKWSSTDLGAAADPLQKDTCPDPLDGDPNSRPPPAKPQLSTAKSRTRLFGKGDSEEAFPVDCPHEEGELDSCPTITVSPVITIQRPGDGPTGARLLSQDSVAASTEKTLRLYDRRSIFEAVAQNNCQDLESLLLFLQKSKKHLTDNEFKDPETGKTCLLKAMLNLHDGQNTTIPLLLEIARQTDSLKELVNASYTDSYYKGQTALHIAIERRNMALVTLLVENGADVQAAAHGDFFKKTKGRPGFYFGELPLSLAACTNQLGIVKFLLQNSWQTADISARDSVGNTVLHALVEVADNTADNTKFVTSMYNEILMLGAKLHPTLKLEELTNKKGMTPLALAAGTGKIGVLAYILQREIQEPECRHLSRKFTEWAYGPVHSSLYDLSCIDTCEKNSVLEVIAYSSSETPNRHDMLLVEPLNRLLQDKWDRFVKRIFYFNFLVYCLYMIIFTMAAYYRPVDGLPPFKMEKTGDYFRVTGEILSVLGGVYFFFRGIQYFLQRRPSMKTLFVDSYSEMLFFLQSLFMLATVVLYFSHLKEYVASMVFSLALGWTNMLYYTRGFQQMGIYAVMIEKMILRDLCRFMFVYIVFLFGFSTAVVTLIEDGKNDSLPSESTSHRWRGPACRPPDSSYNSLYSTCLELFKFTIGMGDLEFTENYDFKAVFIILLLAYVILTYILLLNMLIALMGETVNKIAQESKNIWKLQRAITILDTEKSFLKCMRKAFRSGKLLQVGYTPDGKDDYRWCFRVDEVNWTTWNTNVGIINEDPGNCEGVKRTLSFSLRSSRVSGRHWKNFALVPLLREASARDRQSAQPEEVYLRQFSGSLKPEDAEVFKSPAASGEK
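Fluo-8 calcium influx in TRPV1-expressing cells, kinetic read (ex 480/em 520 nm). Compound added and read 3 min for agonist activity, followed by capsaicin at EC20 final and 2 min further read for enhancement.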
PTAP TSG101 blk: blocks PTAP/TSG101 interaction to inhibit HIV-1 budding | Q99816 | Potency, µM (top dose mostly 115 µM), inactives show at the highest dose activity change, negative = inhibition, actives largely listed as inhibitors | Fluorescence polarization, FITC-PTAP peptide / Tsg101 binding | 340,000 tested, under 10 active | AID 493005; active = well fitted inhibition curve with a large enough effect in the main read-out, with a control signal flat, not every such curve was filed as active; inconclusive = small, poorly fitted or top-dose-only effect, or effect the other way, or a change in a side signal; inactive = no such curve, though single readings can be large or run the other way; note: potency is the fitted concentration of half-maximal effect; % of control where 0% means no effect
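Fluorescence polarization binding of Tsg101 binding domain (10 uM final) to FITC-labeled PTAP peptide (50 nM final) in HEPES pH 7.5 buffer with NaCl, Tween 20, EDTA, TCEP. Compounds added before peptide; binding 20 min at RT.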
* marks the source's active call; other numbers are inactive results; u = inconclusive; x = not tested or not shown; [ ] = dose if it differs, or a comment. Unless noted, calls come from the whole dose curve; as a rule, active = well fitted curve in the direction sought with a large enough effect; inconclusive = small, poorly fitted or top-dose-only effect, or another doubt; inactive = no such curve, though single readings can be large; an effect the other way counts as inactive or inconclusive.

#	structure	ELG1 genotoxic	S-ASM inh	B2AR arrestin	uPA generation	BRCA1 expr act	USP2a inh	p53 reactivation	Eya2 inh	a7 integrin act	TRPV1 agonist	PTAP TSG101 blk
1	NS(=O)(=O)c1ccc(CCNC(=O)CNC(=O)COc2ccccc2)cc1	-3%	-9%	-0.1%	2%	10%	1%	-1%	-17%	10%	-3	-10%
2	CC(=O)Nc1ccc(S(=O)(=O)Nc2nnc(C3CCCCC3)s2)cc1	-3%	-1%	0.2%	-2%	-19%	-1%	0%	-1%	0%	-3	-8%
3	COc1ccc(N(CC(O)CN2CCOCC2)S(=O)(=O)c2ccccc2)cc1 (stereo not drawn)	-1%	-3%	-0.5%	0%	14%	-4%	5%	17%	-27%	-2	-4%
4	COc1ccc(CCNC(=O)c2cc3c(=O)n4ccccc4nc3n(CCCN3CCOCC3)c2=N)cc1	-8%	211%[activator]	0.1%	u	44%	3%	0%	-12%	-3%	-1	1%
5	CCOc1ccc(/C(O)=C2/C(=O)C(=O)N(CCN(CC)CC)C2c2cccs2)cc1 (stereo not drawn)	5%	3%	-0.1%	11%	44%	9%	12%	-3%	-3%	1	-5%
6	CC12c3ccccc3C(c3ccccc31)C1C(=O)N(c3ccncc3)C(=O)C12 (stereo not drawn)	-13%	-3%	-0.3%	-1%	-23%	-1%	-2%	-7%	u	0	-12%
7	Cc1ccsc1C(=O)OCC(=O)N(Cc1ccccc1)C(C)C	0%	3%	0.2%	-3%	0%	-2%	-9%	3%	14%	x	-2%
8	O=C(COC(=O)c1ccc(F)cc1F)Nc1cccnc1Cl	5%	-3%	-0.2%	-4%	-1%	0%	-2%	2%	10%	0	1%
9	COc1cc2c3c(c1OC)-c1cc4c(cc1CC3(C#N)N(C(=O)c1ccccc1)CC2)OCO4 (stereo not drawn)	x	-4%	x	11%	-38%	x	x	x	5%	x	-1%
10	CCSc1nc2sc3c(c2c(=O)n1CC)CC(C)(C)OC3	-2%	-1%	0.4%	5%	-18%	3%	6%	4%	20%	13	0%
11	Cc1ccc(CNC(=O)c2cc(-c3ccccc3C)nn2CC2CC(c3cccnc3)=NO2)cc1 (stereo not drawn)	-7%	-1%	-0.2%	12%	-6%	-16%	-2%	10%	0%	x	1%
12	CC(=O)Nc1ncc(Cc2cc(Cl)ccc2Cl)s1	16%	4%	0.2%	u	17%	-6%	5%	-12%	-28%	0	1%
13	Fc1ccc(Nc2ccc(-c3ccc(F)cc3)nn2)cc1	12%	0%	-0.7%	-6%	5.6µM*	-2%	2%	3%	-12%	8	-5%
14	O=C(CCC(=O)Nc1ccc(F)cc1)N/N=C/c1ccc(O)cc1O	-4%	33%	-0.1%	0%	-1%	1%	12%	9%	3%	6	0%
15	CS(=O)(=O)N1CCN(C(=O)c2cc(-c3ccccc3)nc3ccccc23)CC1	-1%	-2%	-0.1%	x	37%	3%	0%	-3%	34%	0	-8%
16	CCn1c(=O)c2sccc2n2c(CCCC(=O)NC3CCN(Cc4ccccc4)CC3)nnc12	1%	-2%	0.3%	4%	-8%	4%	12%	5%	0%	1	1%
17	CCN(CC)S(=O)(=O)c1cccc(NC(=O)c2cccc(S(=O)(=O)N3CCCC3)c2)c1	-5%	-2%	0.1%	-5%	-52%	5%	-12%	-2%	-37%	6	0%
18	O=C(CSC1=NS(=O)(=O)c2ccccc2N1)c1ccccc1	18%	4%	-0.2%	0%	72%	-1%	19%	0%	12%	0	-1%
19	CCCCC(=O)Nc1nnc(CCc2ccccc2)s1	-2%	22%	9.5%	17%	19%	3%	x	-23%	7%	3	-5%
20	Cc1ccc(C(=O)OCC(=O)c2c[nH]c3ccccc23)cc1NC(=O)c1ccco1	-8%	-7%	-0.2%	-1%	34%	0%	17%	-7%	11%	-2	0%
21	CCOC(=O)c1sc(NC(=S)NC(=O)c2ccccc2)nc1C	u	-5%	-0.1%	6%	-20%	-2%	27%	-2%	5%	0	0%
22	O=C1CSC(c2ccccc2F)N1c1ccccc1F (stereo not drawn)	1%	0%	0.3%	u	6%	1%	1%	-6%	-31%	-2	-4%
23	O=C(Cn1cnc([N+](=O)[O-])n1)c1ccccc1	3%	0%	-0.2%	-5%	-8%	-1%	16%	1%	-23%	1	-2%
24	CCOC(=O)C#CC(CCc1ccccc1)OS(N)(=O)=O (stereo not drawn)	7%	8%	-1.1%	u	0%	2%	x	3%	-7%	3	2%
25	COc1ccc(CNCCC2(O)CC(C)N(C)CC2C)cc1OC (stereo not drawn)	3%	-3%	-0.6%	-2%	-26%	1%	x	-18%	14%	-1	0%

2 compounds picked at random from those above, as already listed:
#	structure	ELG1 genotoxic	S-ASM inh	B2AR arrestin	uPA generation	BRCA1 expr act	USP2a inh	p53 reactivation	Eya2 inh	a7 integrin act	TRPV1 agonist	PTAP TSG101 blk
1	NS(=O)(=O)c1ccc(CCNC(=O)CNC(=O)COc2ccccc2)cc1	-3%	-9%	-0.1%	2%	10%	1%	-1%	-17%	10%	-3	-10%
21	CCOC(=O)c1sc(NC(=S)NC(=O)c2ccccc2)nc1C	u	-5%	-0.1%	6%	-20%	-2%	27%	-2%	5%	0	0%

More compounds
#	structure	ELG1 genotoxic	S-ASM inh	B2AR arrestin	uPA generation	BRCA1 expr act	USP2a inh	p53 reactivation	Eya2 inh	a7 integrin act	TRPV1 agonist	PTAP TSG101 blk
26	CN(C(=O)COC(=O)Cn1cnc2c1c(=O)n(C)c(=O)n2C)C1(C#N)CCCCC1	1%	7%	-0.1%	-14%	7%	1%	7%	8%	-2%	-2	-1%
27	COc1ccc(N=C2O/C(=C/c3sc(=S)n(CC4CCCO4)c3O)N=C2C#N)cc1 (stereo not drawn)	-8%	-24%	-0.9%	-13%	-12%	4%	21%	u	29%	x	1%
28	Cc1ccc(C)c(N2CCN(C(=O)C3CCN(S(=O)(=O)c4c(C)noc4C)CC3)CC2)c1	-5%	-5%	3.6%	u	-25%	0%	8%	-18%	-30%	-3	-2%
29	CSC(=S)NCc1cccnc1	-1%	8%	0.0%	-12%	-62%	5%	-2%	-6%	-55%[inhibitor]	0	-4%
30	COc1cc(C(=O)N2CCN(C(=O)COc3ccc4ccccc4c3)CC2)cc(OC)c1OC	2%	-2%	0.2%	-5%	-6%	0%	0%	-5%	6%	1	0%
31	CCN(C(=O)CSc1nc(C)nc2sc(C)c(C)c12)C1CCS(=O)(=O)C1 (stereo not drawn)	-1%	-1%	-0.1%	u	1%	1%	-3%	-6%	3%	2	-3%
32	Cc1ccccc1NC(=O)c1ccc(C)c(S(=O)(=O)N2CCN(C)CC2)c1	2%	5%	0.3%	13%	6%	-1%	-15%	10%	u	1	1%
33	COc1ccc(Cc2c3cc(OC)c(OC)cc3cc[n+]2C)cc1OC	4%	8%	-0.2%	-17%	8%	1%	0%	-8%	8%	-4	3%
34	O=C(COc1ccc2cc(Br)ccc2c1)N1CCCC1	-7%	-1%	-0.4%	-7%	u	1%	u	14%	-19%	-1	-12%
35	COc1nc(Nc2ccc3c(c2)OCO3)nc(OC)n1	u	2%	-0.3%	-9%	1%	1%	11%	8%	0%	-5	5%
36	Cc1cccc(C(=O)N2CCC(=O)N(C(COCc3ccccc3)Cc3ccccc3)CC2)c1 (stereo not drawn)	-2%	0%	-1.9%	0%	0%	4%	0%	-5%	-25%	8	3%
37	Nc1nnn(CC(=O)N/N=C/C=C/c2ccccc2)n1	3%	0%	-0.2%	-5%	-2%	4%	3%	-30%	-9%	3	-3%
38	CCCc1ccc(OCc2ccc(C(=O)N/N=C/c3cccc([N+](=O)[O-])c3)o2)c(OC)c1	u	-1%	-0.3%	3%	-53%	3%	-6%	-32%	-28%	4	-9%
39	COc1ccc(S(=O)(=O)N2CCCCCC2)cc1C(=O)N(C)Cc1cccs1	-2%	0%	0.2%	-2%	-18%	-1%	7%	-1%	4%	9	-2%
40	CCNC(=S)NNC(=O)CCc1nc2cc(Cl)ccc2n(Cc2ccccc2)c1=O	1%	21%	0.3%	3%	-19%	-1%	-3%	-3%	-48%[inhibitor]	3	0%
41	O=c1[nH]c(CN2CCN(c3ccc(O)cc3)CC2)nc2scc(-c3ccc(Cl)cc3)c12	-11%	-14%	0.3%	5µM*	-45%	-3%	-2%	-3%	0%	1	-10%
